High-throughput results from PubChem BioAssay.
DYRK1A inh: blocks rat Dyrk1A kinase activity | inhibition, % at 12.5 µM | AID 504441 | 310,000 tested, 0.43% active | ADP-Glo luminescence, NFATc1 peptide | Q63470; in the data active = inhibition above about 50%;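 also: plate controls were vehicle with enzyme for no effect and no enzyme for full effect; many of its hits are not listed in these tables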
KCNK3 inh: human KCNK3 channel inhibition, primary screen | O14649 | CHO-KCNK3 thallium flux, FluxOR fluorescence; hits give low values | B-score at 10 µM | 340,000 tested, 0.84% active | AID 602410;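 active = B-score under library mean minus 4 SD, starting fluorescence ratio at most library mean plus 5 SD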;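 also: more negative B-score means stronger inhibition of thallium flux through KCNK3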
Target sequence (O14649 whole entry, looked up): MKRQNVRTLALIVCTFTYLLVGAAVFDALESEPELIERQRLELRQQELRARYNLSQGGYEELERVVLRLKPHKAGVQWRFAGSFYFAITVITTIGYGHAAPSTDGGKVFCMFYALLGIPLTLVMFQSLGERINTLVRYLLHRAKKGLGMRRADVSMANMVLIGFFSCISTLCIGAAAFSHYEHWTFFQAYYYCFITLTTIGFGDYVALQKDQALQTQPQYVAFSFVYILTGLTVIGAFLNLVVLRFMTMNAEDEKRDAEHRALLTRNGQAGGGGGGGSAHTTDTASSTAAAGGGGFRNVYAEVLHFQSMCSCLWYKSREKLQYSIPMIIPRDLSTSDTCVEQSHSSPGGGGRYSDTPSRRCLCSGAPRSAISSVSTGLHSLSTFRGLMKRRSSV
TMEM16A act: mouse TMEM16A channel activation, primary screen; Q8BHY3; HEK293 TMEM16A/YFP-H148Q/I152L, iodide quench fluorescence; hits give low values; B-score at 10 µM; 340,000 tested, 0.3% active; AID 623877;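 active = fluorescence-ratio B-score plate-corrected deviation score at least 3 library SD below zero, with starting fluorescence score within 5 deviations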;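 also: channel opened by trigger with iodide after compound preincubation; score built on the fluorescence ratio of max minus min over baseline; more negative score means more quench and so TMEM16A activation or potentiation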
Starred values were filed as active, the others as inactive; i = inactive. These rows are one share of the data, so the mix of outcomes need not match the whole.

DYRK1A inh | KCNK3 inh | TMEM16A act | SMILES
3 | i | i | CN(Cc1ccc(Cl)c(Cl)c1)C(=O)c1ccccc1SCC(=O)N1CCCC1
-7 | i | i | Nc1ccc2c(c1)Cc1cc(Cl)c(Cl)cc1-2
-1 | i | i | CCc1ccc(NC(=O)CSc2n[nH]c(=O)n2C2CC2)cc1
-5 | i | i | Cc1ccc(NC(=O)c2ccc3c(c2)OCO3)cc1S(=O)(=O)N1CCOCC1
-1 | i | i | CC(=O)C1CCC2C3CCC4CC(=O)CCC4(C)C3C(C)(O)CC12C (stereo not given)
-1 | i | i | O=C(COC(=O)COc1ccc(Cl)cc1Cl)NC1CCCC1
9 | i | i | COc1cc(OC)c(-c2nn3c(-c4ccco4)nnc3s2)cc1OC
-1 | i | i | CCNC(=S)NCC
-4 | i | i | COc1ccc2nc3cc([N+](=O)[O-])ccc3c(NNc3ccc([N+](=O)[O-])cc3)c2c1
-5 | i | i | CC(=O)Nc1ccc(S(=O)(=O)O)c(OC(C)=O)c1
-4 | i | i | COc1cc(OC)cc(C(=O)NCC(=O)N2CC=C(c3ccccc3)CC2)c1
5 | i | i | Nc1ncnc2c(C3OC(CO)C(O)C3O)c[nH]c12 (stereo not given)
25 | i | i | O=c1cn[nH]c2ccc(Br)cc12
2 | i | i | O=C(c1cccs1)N1CCN(C(=O)c2cccs2)C1=S
4 | i | i | CN(CC(=O)NCCc1ccc(S(N)(=O)=O)cc1)CC(=O)Nc1ccc(Cl)c(C(F)(F)F)c1
4 | i | i | Cc1ccc(Nc2nc(N)nc(COC(=O)c3ccc(Br)o3)n2)cc1
12 | i | i | CC1CCCC(C)N1S(=O)(=O)c1ccc(NC(=O)CCN2C(=O)C3CC=CCC3C2=O)cc1 (stereo not given)
1 | i | -22* | COc1cc(/C=C/C(=O)OCC(=O)N(CC(C)C)c2c(N)n(Cc3ccccc3)c(=O)[nH]c2=O)ccc1O
4 | i | i | CC(C)N1CCSC1=S
1 | i | i | CCOC(=O)C1=C(COC(=O)COc2ccccc2C(C)C)NC(=O)NC1C (stereo not given)
12 | i | i | COCC(C)n1c(C)cc(C(=O)COc2ccc(N(C)S(=O)(=O)c3ccc(NC(C)=O)cc3)cc2)c1C (stereo not given)
2 | i | i | Cc1cc(C)cc(N2C(=O)C=CC2=O)c1
-1 | i | i | CCN1C[C@@H]2[C@@H]3C(=O)N(C)C(=O)[C@@H]3[C@](Cc3ccccc3)(C1=O)N2C(=O)c1ccc(F)cc1
4 | i | i | O=C(NCC(c1ccccc1Cl)N1CCCC1)c1ccc(N2CCCC2=O)cc1 (stereo not given)
-1 | i | i | O=C(CCCCn1cnc2c(=S)nc[nH]c21)Nc1ccc(C(=O)O)cc1
-1 | i | i | O=C(Nc1cc(Cl)cc2c1-c1ccc(Cl)cc1C2O)C(Cl)Cl (stereo not given)
-6 | i | i | CCCCn1c(N)c(N(CC(C)C)C(=O)CSc2nnc(C)n2-c2ccccc2)c(=O)[nH]c1=O
5 | i | i | Cc1ccc(S(=O)(=O)N2CCC[C@H]2C(=O)OCC(=O)N2c3ccccc3NC(=O)C2(C)C)cc1
-3 | i | i | OC1CC2CCC(C1)N2CCCN1c2ccccc2Sc2ccc(Cl)cc21 (stereo not given)
0 | i | i | O=C(NCC1CCCO1)c1ccccc1NS(=O)(=O)c1ccc(Br)s1 (stereo not given)

Retrieved one by one from above (2):
DYRK1A inh | KCNK3 inh | TMEM16A act | SMILES
1 | i | -22* | COc1cc(/C=C/C(=O)OCC(=O)N(CC(C)C)c2c(N)n(Cc3ccccc3)c(=O)[nH]c2=O)ccc1O
-5 | i | i | CC(=O)Nc1ccc(S(=O)(=O)O)c(OC(C)=O)c1

(list continues)
DYRK1A inh | KCNK3 inh | TMEM16A act | SMILES
-6 | i | i | O=C(NN=Cc1c(O)ccc2ccccc12)C1CC1
-2 | i | i | Cc1ccc(S(=O)(=O)Nc2ccc3nc(C)oc3c2)cc1
8 | i | i | CCCn1nc(C(=O)Nc2cc(OCC)c(N3CCOCC3)cc2OCC)c2ccccc2c1=O
3 | i | i | COc1ccc(NS(=O)(=O)c2cccc(C(=O)NCc3ccccc3CN3CCOCC3)c2)cc1
-1 | i | i | O=C(CN1CCCCC1)Nc1ccc(S(=O)(=O)c2ccc(NC(=O)CN3CCCCC3)cc2)cc1
16 | i | i | Cc1ccc(CNc2ncnc3[nH]ncc23)cc1
-1 | i | i | COc1ccc(C2OCC(C)(C)CO2)cc1OC
0 | i | i | CCN1CCN(S(=O)(=O)c2ccc(Cl)c(C(=O)N(C)Cc3ccc(C(C)(C)C)cc3)c2)CC1
10 | i | i | CCN(c1ccccc1)S(=O)(=O)c1cccc(C(=O)N(C)CC(=O)Nc2ccc(F)c(F)c2F)c1
-4 | i | i | O=C(CN1CCN(c2cnn(-c3ccccc3)c(=O)c2Cl)CC1)NC1CCS(=O)(=O)C1 (stereo not given)
6 | i | i | O=C(c1cc2ccccc2cc1OCC(O)CN1CCCCC1)N1CCCCC1 (stereo not given)
8 | i | i | Cc1ccc(S(=O)(=O)N(C)c2ccc(C(=O)N(C)Cc3nc4ccccc4c(=O)[nH]3)cc2)cc1
78* | i | i | N=C(N)c1ccc(N=Nc2c(O)ccc3c2[nH]c2ccccc23)cc1
12 | i | i | CC(=O)Nc1ccc(S(=O)(=O)N[C@@H](C)C(=O)OCC(=O)Nc2ccc3c(c2)OCCO3)cc1
-1 | i | i | Cc1cc(C)c(C#N)c(SCC(=O)N(CC(C)C)C2CCS(=O)(=O)C2)n1 (stereo not given)
-5 | i | i | CC(C)n1ncc2c(C(=O)NCc3cccnc3)cc(C3CC3)nc21
-4 | i | i | Cc1cc(S(=O)(=O)N2CCN(CC(=O)N(C)Cc3ccccc3)CC2)ccc1Br
5 | i | i | CCN(CC)c1ccc(C(=O)NNC(=O)CNC(=O)c2ccco2)cc1
5 | i | i | CN(Cc1cc(Cl)cc(Cl)c1)CC(C(=O)c1ccccc1)c1ccccc1 (stereo not given)
-1 | i | i | COc1cc(C2c3cc4c(cc3OC(N3CCCC3)C2C)OCO4)cc(OC)c1O (stereo not given)
3 | i | i | COc1cccc(CNC(=O)c2ccc(S(=O)(=O)N3CCOCC3)cc2)c1
4 | i | i | O=C(O)c1ccccc1C(=O)c1ccc2oc(=O)[nH]c2c1
-1 | i | i | CCCCCOc1ccc(C(=O)OCC(=O)Nc2cc(C)on2)cc1
-5 | i | i | CCN(CC)S(=O)(=O)c1ccc(NC(=O)C2CC(=O)N(c3ccc4c(c3)OCCO4)C2)cc1 (stereo not given)
-10 | i | i | C=C1CC[C@@H]2[C@](C)(CO)[C@H](O)CC[C@@]2(C)[C@@H]1C/C=C1/C(=O)OCC1O (stereo not given in full)
4 | i | i | CC1CN(N=Cc2ccc([N+](=O)[O-])o2)C(=N)O1 (stereo not given)
1 | i | i | O=C(COC(=O)c1cccnc1SC(F)F)NC1CC1
30 | i | i | Cc1cc(Br)ccc1NC(=O)CN(C)C(=O)C1CCN(c2ncnc3sc(C)c(C)c23)CC1
8 | i | i | COc1ccc2ccc(=O)oc2c1CC(=O)C(C)C
-20 | i | i | CCCn1c(C)nc2c(c1=O)c1nc3ccccc3nc1n2-c1ccccc1
-2 | i | i | CC1=C(C)N(C)[C@H](c2ccccc2Br)[C@H](O)C1=O
1 | i | i | CC(Sc1nnc(N)s1)C(=O)NNC(=O)c1cccc(Cl)c1 (stereo not given)
8 | i | i | C=C(C)[C@@H]1CC=C(CO)CC1
2 | i | i | N#Cc1ccccc1OCC(=O)Nc1cc(S(=O)(=O)N2CCCCC2)ccc1N1CCOCC1
-3 | i | i | COc1cccc(CN(C)C(=O)c2ccc(S(=O)(=O)Nc3ccccc3F)cc2)c1OC
4 | i | i | Cn1c(=O)c2[nH]c(SCCN)nc2n(C)c1=S
65* | i | i | CC(C)S(=O)(=O)C1=NSC2=NC(=O)/C(=C\c3ccc(-c4cccc(C(=O)O)c4)o3)C(=N)N21
-5 | i | i | CC(=O)c1c(C)[nH]c(C(=O)NNC(=O)COc2cc(C)cc(C)c2)c1C
4 | i | i | Cc1ccc(NS(=O)(=O)c2cccc(C(=O)NC3CCN(Cc4ccccc4)CC3)c2)c(C)c1
10 | i | i | CC(OC(=O)Cc1ccc(F)cc1)C(=O)N1CCc2ccccc21 (stereo not given)
4 | i | i | CC1CCCCC1NC(=O)CSc1nnnn1C (stereo not given)
-1 | i | i | O=C(NNC(=O)c1cccc2ccccc12)c1ccc(Cl)cc1
-3 | i | i | O=C(O)C1CC2CCC1CC2 (stereo not given)
-4 | i | i | Cc1ccc(S(=O)(=O)N2C[C@@H]3[C@H]4CC[C@H](C4)[C@@H]3[C@@H](C)[C@H]2C#N)cc1
-4 | i | i | O=C(CN1CCN(S(=O)(=O)c2ccc(F)cc2)CC1)Nc1ccccc1C(=O)NC1CC1
0 | i | i | O=C(CC1SC(N2CCCC2)=NC1=O)Nc1ccc(C(=O)NCc2ccc(F)cc2)cc1 (stereo not given)
4 | i | i | O=C1NCC(Nc2ccc(Cl)cc2)C(=O)N1 (stereo not given)
-3 | i | i | COc1cc(C(=O)NCCc2ccc3c(c2)OCO3)cc(OC)c1OC
2 | i | i | CCOc1ccc(NC(=O)CN(C)C(=O)CSc2ccccc2)cc1OCC
1 | i | i | CC(C)CN1CC(Br)C(=O)NC1=O (stereo not given)
0 | i | i | CCc1sc(/C=C(/C#N)C(N)=S)cc1[N+](=O)[O-]
0 | i | i | CCOC(=O)C1C(=O)NC(C(=O)OCC)(C(=O)OCC)C1CC (stereo not given)
-1 | i | i | CCOC(=O)c1oc2nc(C(C)C)c3c(c2c1N)CC(C)(C)OC3
4 | i | i | O=C1CC(c2ccccc2)C(c2ccccc2)=NN1 (stereo not given)
-3 | i | i | COc1c(C)cccc1C(=O)NC(=S)Nc1ccc2c(c1)Cc1ccccc1-2
-3 | i | i | COc1ccc(CCNS(=O)(=O)c2ccc3c(c2)n(C)c(=O)c(=O)n3C)cc1OC
-4 | i | i | O=C(Nc1ccccc1)C(CCCCN1C(=O)c2ccccc2C1=O)N1C(=O)c2ccccc2C1=O (stereo not given)
2 | i | i | O=C(NN=Cc1cccc2ccccc12)C(=O)NN=Cc1cccc2ccccc12
-6 | i | i | Cc1ccc(C)c(NC(=O)C(OC(=O)c2cc[n+]([O-])cc2)c2ccccc2)c1 (stereo not given)
-32 | i | i | CN(C)CCN=c1cc(-c2ccccc2)oc2ccc(Cl)cc12

Continued; the last 7 above are carried over.
DYRK1A inh | KCNK3 inh | TMEM16A act | SMILES
4 | i | i | O=C1CC(c2ccccc2)C(c2ccccc2)=NN1 (stereo not given)
-3 | i | i | COc1c(C)cccc1C(=O)NC(=S)Nc1ccc2c(c1)Cc1ccccc1-2
-3 | i | i | COc1ccc(CCNS(=O)(=O)c2ccc3c(c2)n(C)c(=O)c(=O)n3C)cc1OC
-4 | i | i | O=C(Nc1ccccc1)C(CCCCN1C(=O)c2ccccc2C1=O)N1C(=O)c2ccccc2C1=O (stereo not given)
2 | i | i | O=C(NN=Cc1cccc2ccccc12)C(=O)NN=Cc1cccc2ccccc12
-6 | i | i | Cc1ccc(C)c(NC(=O)C(OC(=O)c2cc[n+]([O-])cc2)c2ccccc2)c1 (stereo not given)
-32 | i | i | CN(C)CCN=c1cc(-c2ccccc2)oc2ccc(Cl)cc12
-2 | i | i | O=C(CSc1nc2ccccc2n1CCc1ccccc1)c1ccc(O)c(O)c1
8 | i | i | Cc1nc(NCc2ccco2)c2cn[nH]c2n1
-1 | i | i | CCN(C(=O)COC(=O)CCC(=O)c1ccc(Cl)cc1)c1c(N)n(Cc2ccccc2)c(=O)[nH]c1=O
0 | i | i | O=c1oc2c(CN3CCOCC3)c(O)c(Cl)cc2c2c1CCC2
9 | i | i | CN(C)c1ccc(NC(=O)CSc2n[nH]c(-c3ccncc3)n2)cc1
3 | i | i | CC(=O)Nc1cc2c(c([N+](=O)[O-])c1C)C(C)(C)CC2(C)C
20 | i | i | COC(=O)c1ccc(NC(=O)c2cccc(N3C(=O)CCC3=O)c2)cc1
-3 | i | i | COc1ccccc1N(C)S(=O)(=O)c1ccc(C(=O)Nc2cc(OC)c(OC)c(OC)c2)cc1
-8 | i | i | O=C(O)c1ccc(OS(=O)(=O)c2cccc(C(F)(F)F)c2)cc1
6 | i | i | CCOC(=O)c1ccc(S(=O)(=O)N2CCN(C(=O)c3cc4ccccc4o3)CC2)cc1
30 | i | i | O=C1C=C(Nc2cccnc2)c2ccccc2C1=O
6 | i | i | COc1cc(C=NOC(=O)Nc2ccccc2)cc(OC)c1OC
6 | i | i | O=C(NCc1ccccc1F)c1ccc(S(=O)(=O)NCc2ccco2)cc1
-6 | i | i | CCOC(=O)C(C#N)(Cc1ccc2ccccc2n1)Cc1ccc2ccccc2n1
-2 | i | i | CCOC(=O)c1ccc(S(=O)(=O)N2CCN(C3CC(=O)N(c4ccc(OC)cc4)C3=O)CC2)cc1 (stereo not given)
10 | i | i | O=C(Nc1ccc(F)cc1F)c1ccc2c(=O)n3c(nc2c1)CCC3
-8 | i | i | CCN(Cc1nc2ccccc2c(=O)[nH]1)C(=O)c1cccc(OCc2c(C)noc2C)c1
-1 | i | i | CC(=NNC(=O)c1ccncc1)c1ccc2ccccc2c1O
